AmpC inh detg: AmpC beta-lactamase inhibition with detergent present; P00811; AmpC hydrolysis of nitrocefin, absorbance 480 nm, 0.01% Triton; Potency, µM (doses to about 114 µM), without a hit: top-dose activity change, negative = inhibition, hits mostly inhibitors; actives 0.041% (n = 370,000);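 also: potency is read from the fitted curve at half-maximal effect; 0% = no-compound wells and -100% = no-enzyme wells; nearly all actives have a fitted effect of over 25% in size; some results filed as inactive show a strong effect at the top dose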
Target sequence (P00811 whole entry, looked up): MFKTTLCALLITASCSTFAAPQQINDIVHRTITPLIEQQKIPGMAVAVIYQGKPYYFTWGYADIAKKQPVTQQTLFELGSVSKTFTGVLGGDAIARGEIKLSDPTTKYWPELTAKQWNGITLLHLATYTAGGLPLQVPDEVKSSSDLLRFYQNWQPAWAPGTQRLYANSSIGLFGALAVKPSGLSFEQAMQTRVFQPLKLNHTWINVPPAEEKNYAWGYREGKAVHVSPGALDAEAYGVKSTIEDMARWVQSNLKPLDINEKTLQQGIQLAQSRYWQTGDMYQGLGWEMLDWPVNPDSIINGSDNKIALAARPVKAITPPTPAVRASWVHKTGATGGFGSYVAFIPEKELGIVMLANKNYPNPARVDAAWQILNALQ
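AmpC (5.3 nM in the dispensed reagent) in 20 mM phosphate pH 7.0 with 0.01% (detergent screen) or 0.0001% Triton X-100 was preincubated with compounds for 15 min at room temperature. Nitrocefin was then added from an 800 uM solution, and hydrolysis was followed at 480 nm.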
Giardia FBPA inh: Giardia lamblia aldolase inhibition; purified Giardia FBPA; AID 2451; actives 0.71% (n = 290,000); A8B2U2; Potency, µM (titrated, usually from 59.6 µM), for inactives: top-dose activity, negative = inhibition, hits mostly inhibitors; also: potency is read from the fitted curve at half-maximal effect; nearly all actives have a fitted effect of over 55% in size
Target sequence (A8B2U2 whole entry, looked up): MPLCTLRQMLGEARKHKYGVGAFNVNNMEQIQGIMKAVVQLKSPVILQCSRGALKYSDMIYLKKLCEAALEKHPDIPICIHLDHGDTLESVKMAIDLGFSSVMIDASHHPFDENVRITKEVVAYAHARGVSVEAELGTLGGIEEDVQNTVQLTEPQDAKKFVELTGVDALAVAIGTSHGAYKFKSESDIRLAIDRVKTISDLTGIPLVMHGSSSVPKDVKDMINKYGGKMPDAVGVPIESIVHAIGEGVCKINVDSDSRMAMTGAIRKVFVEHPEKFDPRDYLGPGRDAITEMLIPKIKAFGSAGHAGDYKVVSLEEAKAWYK
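Giardia FBPA (40 nM reagent) was preincubated 10 min at RT with compound (up to 57.5 uM final), then substrate plus GAPDH/TPI/NAD/arsenate coupling system with diaphorase/resazurin was added; resorufin fluorescence (525/598 nm) was read after 20 min.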
Sm TGR block: S. mansoni TGR enzyme inhibition. Q962Y6. purified TGR, DTNB reduction, TNB absorbance 405 nm. Potency, µM (titrated, usually from 114 µM), inactives show at the top dose activity change, negative = inhibition, hits mostly inhibitors. actives 3% (n = 360,000); also: potency is read from the fitted curve at half-maximal effect; nearly all actives have a fitted effect of over 60% in size
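TGR 20 nM + NADPH 100 uM (dispensed conc.), cpd preinc 15 min RT; start with NADPH (500 uM addition) then DTNB (15 mM addition). Kinetic TNB absorbance, 405 nm filter. Four-parameter Hill fit across titration.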
HCV inh: inhibitors of hepatitis C virus infection; Huh7.5.1 HCVcc-Cre infection, luciferase reporter, 44 h; Potency, µM (top dose mostly 41.8 µM), for inactives: top-dose activity change, negative = inhibition, usual class: inhibitors; actives 3.4% (n = 340,000); also: potency is read from the fitted curve at half-maximal effect
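1,000 cells/well; 4 h culture; + compound; + HCVcc-Cre (~0.5 moi); 44 h; luciferase substrate, RT 15 min; read 15 sec.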
HCMV inh: blocks human cytomegalovirus replication; HFF cells, HCMV-luciferase reporter, 72 h; hits give low values; activity change, negative = inhibition, % at 57.5 µM; actives 4.5% (n = 410,000); AID 1259415; in the data active = activity change below about -60%; inconclusive = no clear call, values can overlap the other calls; inactive = above about -39%
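Two-dose cell screen: HFF monolayers treated with compounds and infected with luciferase-expressing HCMV at 1 PFU/cell, 72 h at 37C, then lysed for luciferase measurement.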
AmpC inh no detg: AmpC beta-lactamase inhibition without detergent. P00811. AmpC nitrocefin hydrolysis, absorbance 480 nm, 0.0001% Triton. Potency, µM (titrated, usually from 57.1 µM), inactives show at the highest dose activity change, negative = inhibition, most hits filed as inhibitors. actives 0.52% (n = 330,000). AID 485341;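 also: potency is read from the fitted curve at half-maximal effect; plate controls were no compound for no effect and no enzyme for full effect; nearly all actives have a fitted effect of over 20% in size; some results filed as inactive show a strong effect at the top dose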
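AmpC (5.3 nM in the dispensed reagent) in 20 mM phosphate pH 7.0 with 0.01% (detergent screen) or 0.0001% Triton X-100 was preincubated with compounds for 15 min at room temperature. Nitrocefin was then added from an 800 uM solution, and hydrolysis was followed at 480 nm.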
The depositor's hits bear a star; ? = inconclusive; nt = no result given; & = joins results of further samples; ! = a repeat was not active; [ ] = another dose, or the depositor's remark. Unless noted, calls follow the shape of the dose curve; as a rule, active = well fitted curve in the direction sought with a large enough effect; inconclusive = small, poorly fitted or top-dose-only effect, or another doubt; inactive = no such curve, though single readings can be large; an effect the other way counts as inactive or inconclusive. Unless noted, % is scaled to controls: 0 for no effect and ±100 for the full control effect.

SMILES	AmpC inh detg	Giardia FBPA inh	Sm TGR block	HCV inh	HCMV inh	AmpC inh no detg
O=C(/C=C/c1ccccc1)N1c2ccccc2Sc2ccc(C(F)(F)F)cc21	-9.0%	-0.9%	-3.0%	31.1%[activator]	-18.1	-36.8%
Cc1cc(Nc2ccc(F)c(F)c2)nc(-c2ccccc2O)n1	5.3%	0.3%	-6.8%	?	-37.2	-39.5%
C/C=C(\C)CN1CCN(c2ccccc2)CC1	-9.6%	-14.6%	0.0%	3.4%	62.6	-13.2%
COc1ccc(/C=C2\N=C3CCCN3C2=O)cc1	2.2%	-2.1%	-0.6%	-3.8%	-10.9	-8.9%
Cc1cnc(NC(=O)Cc2ccc(C)c(C)c2)s1	?	-11.0%	-13.5%	-3.8%	-11.2	-9.3%
Cc1ccc(Cl)cc1N1CCN(C(=O)c2cc3c(=O)oc4ccccc4c3s2)CC1	-1.2%	nt	-5.4%	nt	-0.4	nt
CC(=O)CCc1ccc(OCC(=O)Nc2cccc(S(=O)(=O)N(C)c3ccccc3)c2)cc1	-11.6%	nt	-0.9%	-26.0%	-7.9	-8.4%
CCCN(CCC)C1CCc2ccc(O)cc2C1 (stereo unspecified)	?	-3.2%	-21.1%	15.8%	?	-21.8%
O=C(/C=C/c1ccccc1)NCc1ccc2c(c1)OCO2	-5.2%	3.9%	2.2%	-29.6%	-19.3	-22.8%
CCc1nnc(NC(=O)CSc2nc3c(c(=O)n2C)SC(C)C3)s1 (stereo unspecified)	-14.1%	-10.0%	-0.5%	?	-20.7	-20.9%

Next section, overlapping the part above by 4 compounds.
SMILES	AmpC inh detg	Giardia FBPA inh	Sm TGR block	HCV inh	HCMV inh	AmpC inh no detg
CC(=O)CCc1ccc(OCC(=O)Nc2cccc(S(=O)(=O)N(C)c3ccccc3)c2)cc1	-11.6%	nt	-0.9%	-26.0%	-7.9	-8.4%
CCCN(CCC)C1CCc2ccc(O)cc2C1 (stereo unspecified)	?	-3.2%	-21.1%	15.8%	?	-21.8%
O=C(/C=C/c1ccccc1)NCc1ccc2c(c1)OCO2	-5.2%	3.9%	2.2%	-29.6%	-19.3	-22.8%
CCc1nnc(NC(=O)CSc2nc3c(c(=O)n2C)SC(C)C3)s1 (stereo unspecified)	-14.1%	-10.0%	-0.5%	?	-20.7	-20.9%
CN(C(=O)c1ccc(COc2ccccc2Cl)o1)c1ccccc1	-3.7%	-2.5%	?	?	13.8	10.2%
Cn1c(=O)c2c(nc(Sc3ncnn3CC(=O)NC3CCCCC3)n2C)n(C)c1=O	-3.7%	5.8%	0.4%	-9.2%	13.6	-0.4%
O=S(=O)(c1cccc2nonc12)N1CCCCCC1	-3.4%	1.2%	0.6%	1.1%	?	0.9%
Cn1c(N)c(C(=O)COC(=O)Cc2ccccc2)c(=O)n(C)c1=O	nt	nt	nt	1.6%	6.8	-4.4%
COC(=O)CCN(C(=O)c1cccc([N+](=O)[O-])c1)c1ccccn1	-5.5%	4.5%	0.2%	20.6%	?	-13.5%[11.4 µM]
O=C(c1c(F)cccc1F)N1CCN(CCOc2ccccc2)CC1	-12.3%	12.2%	16.9%	-25.9%	-38.2	15.0%
O=C(Cn1cnc2c(nnn2Cc2ccc(F)cc2)c1=O)N1CCCc2ccccc21	-0.7%	-2.1%	-4.8%	14.1%	-8.3	-19.7%
Cc1ccccc1-c1nc2ccccc2o1	?	2.3%	0.8%	13.9%	-39.1	-39.8%
Cc1onc(-c2c(F)cccc2Cl)c1C(=O)N1CCCc2ccccc21	0.8%	-7.8%	-31.5%	?	-0.3	-0.9%
COc1ccc(Cc2nnc(SC(C)C(=O)Nc3ccc(F)cc3Cl)o2)cc1 (stereo unspecified)	-18.2%	nt	-1.0%	-12.7%[8.37 µM]	18.0	?
CCCC(=O)N1CCN(c2ccc(NC(=O)c3ccc(Br)o3)cc2)CC1	-3.9%	-8.3%	-3.3%	-4.9%&-1.4%	-10.3	-43.7%
CCN1C(=O)C(CC(=O)NC)N(NC(=O)c2ccccc2)C1=S (stereo unspecified)	-4.4%	-1.6%	2.3%	14.7%	42.4	-2.7%
CCOC(=O)COc1ccc(N)cc1CC(NC(C)=O)(C(=O)OCC)C(=O)OCC	-15.1%	-5.2%	4.7%	12.0%	18.5	-3.2%
O=C(CSc1nc2[nH]ncc2c(=O)[nH]1)NCc1ccccc1Cl	-1.6%	-0.4%	-3.1%	33.1%[activator]	14.4	-10.6%
Oc1ccc(O)c(-c2cnns2)c1	-3.2%	-3.4%	79.4µM*	?	?	-13.6%
O=C(C1COc2ccccc2O1)N1CCN(c2nc3c(F)cc(F)cc3s2)CC1 (stereo unspecified)	0.0%	nt	-3.4%	0.7%	32.9	6.9%
COc1ccc(CN=C2NN=C(c3ccccc3)CS2)cc1	9.6%	-0.6%	?	-7.9%	-22.0	-33.1%
Cc1ccc(N2CC(C(=O)OCC(=O)C(C)(C)C)CC2=O)cc1C (stereo unspecified)	-14.1%	2.2%	-5.8%	3.5%	29.5	60.5%[activator]
COc1ccc(C(=O)CC2(O)C(=O)N(CCc3ccccc3)c3ccc(Br)cc32)cc1OC (stereo unspecified)	-2.6%	nt	4.8%	nt	1.4	nt
O=C1Nc2ccccc2SC1c1ccccc1 (stereo unspecified)	-0.3%	-0.2%	-12.0%	13.6%	8.4	-39.5%
COc1ccc(N2CCN(S(=O)(=O)/C=C/c3ccccc3)CC2)cc1	?	6.4%	-2.1%	-0.6%	-1.3	-4.4%
Cn1cc(C(=O)Nc2ccc(Cl)cc2)c(C(F)(F)F)n1	2.3%	-1.7%	nt	-7.8%	?	-21.8%
CC(C)(C)NC(=O)CN(Cc1cccs1)C(=O)CCN1CCc2ccccc21	-5.9%	1.2%	nt	14.1%	?	59.3%
COC(=O)c1sccc1NC(=O)C1C2C=CC(O2)C1C(=O)O (stereo unspecified)	-14.4%	3.9%	-7.6%	9.2%	8.1	-8.5%
CC(NC(=O)c1cccnc1)C(c1cccs1)N1CCN(C)CC1 (stereo unspecified)	-10.2%	3.5%	5.8%	9.7%	21.6	-12.0%
COc1ccc(OC)c(NC(=O)CNC(=O)Cn2cnc3sc(C)cc3c2=O)c1	2.6%	-1.6%	0.2%	4.9%	-13.0	1.2%
COC(=O)CN(c1ccc(Cl)cc1C)S(C)(=O)=O	1.6%	-0.4%	-2.5%	29.7%	-5.2	2.6%
CCc1ccc(NC(=O)C(=O)NCCN2CCN(Cc3ccc([N+](=O)[O-])cc3)CC2)cc1	-1.8%	4.4%	-11.5%	-21.2%	-13.7	-4.1%
CC1CCC2(CC1)NC(CO)(CO)CO2 (stereo unspecified)	-12.9%	2.9%	-20.3%	24.2%	16.4	-8.7%
Clc1ccc2c(c1)CCc1cccnc1C2=C1CCNCC1	?	-1.0%&2.5%&-0.3%	44.7µM*!	nt	nt	115.3%&33.9%[activator]
N=c1sccn1CC(=O)Nc1cc(S(=O)(=O)N2CCCCC2)ccc1Cl	-7.5%	-1.3%	-15.6%	?	?	-36.6%
CSc1ccc(CNCCN2CCOCC2)cc1	3.2%	-12.3%	-2.2%	-2.0%	0.0	-6.2%
Cc1ccc(-c2cc(C(F)(F)F)n3nc(C(=O)NCC45CC6CC(CC(C6)C4)C5)cc3n2)cc1	-6.4%	nt	0.7%	nt	15.5	nt
Cc1ccccc1NC(=O)Cn1nc(C)n2cccc2c1=O	6.6%	-9.7%	9.8%	11.9%	-33.7	-4.9%
Cc1ccc(NC(=O)c2cc(C(C)(C)C)nn2Cc2ccccc2)cc1	-3.1%	-4.5%	2.2%	?	?	1.7%
CCOc1ccc(S(=O)(=O)Nc2ccc(-c3ccc(OC)nn3)cc2)cc1	21.5%	nt	9.7%	nt	4.0	nt
O=C(CSc1nnc(-c2cccnc2)n1Cc1ccco1)Nc1nc(-c2ccc(F)cc2)cs1	-14.1%	5.5%	?	25.1µM*	-74.2*	35.7%
Cc1cc(NC(=O)CCN2C(=O)/C(=C\c3ccccc3)SC2=S)no1	6.3%	5.9%	3.5%	4.9%	19.7	-13.2%
Cc1nc(-n2nnc3ccccc32)c2c3c(sc2n1)CCCC3	-10.6%	17.4%	8.9%	?	?	3.4%
O=C(Cn1c(=O)ccc2cc(S(=O)(=O)N3CCCC3)ccc21)Nc1ccccc1	-3.7%	nt	-0.8%	nt	15.3	nt
COCCOC(=O)CSc1ncccc1-c1nc2cc(C)c(C)cc2[nH]1	3.3%	-20.7%	17.7%	4.4%	0.0	31.8%
Cc1ccc(S(=O)(=O)N2CCN(S(=O)(=O)N3CCC(C)CC3)CC2)c(C)c1	-0.5%	14.5%	12.4%	-7.7%	94.9	-6.9%
CC(C)C(c1nnnn1C1CCCCC1)N1CCOCC1 (stereo unspecified)	?	5.1%	0.0%	5.9%	?	-4.7%
O=C(c1cc(N2C(=O)C3C4CCC(C4)C3C2=O)ccc1Cl)N1CCCCCC1 (stereo unspecified)	3.6%	1.4%	2.6%	8.1%	-0.8	24.6%
Cc1ccc(NC(=O)N2CCC(CN3CCC(C)CC3)CC2)cc1F	23.2%	nt	37.0%[activator]	nt	20.8	nt
Cc1cccc(NC(=O)c2cccc(C(=O)Nc3cccc(C)c3C)n2)c1C	-11.8%	4.6%	-5.4%	0.6%	-22.6	-7.4%
COc1cccc(N2C(=O)C3ON(c4ccccc4)C(c4cccs4)C3C2=O)c1 (stereo unspecified)	-12.5%	0.3%	-35.0%	0.0%	14.8	-20.7%
CNC(=O)c1sc2ncccc2c1-n1cccc1	19.1%	nt	2.2%	nt	22.6	nt
Clc1ccc(OCCCNCc2ccccc2)c(Br)c1	2.1%	-16.8%	2.1%	nt	-12.8	10.2%
CCC(=O)Oc1ccc2c(c1)OC1(OC(C)=O)OC(C)CC1=C2C (stereo unspecified)	8.6%	-13.8%	8.1%	5.9%	-12.9	18.0%
The list goes on:
SMILES	AmpC inh detg	Giardia FBPA inh	Sm TGR block	HCV inh	HCMV inh	AmpC inh no detg
O=C(OCCc1cc2ccccc2c(=O)o1)c1ccc2c(c1)OCO2	-1.5%	nt	-5.0%	-17.2%	-15.0	-21.3%
O=C(O)c1ccc(CN2CCOCC2)o1	-12.3%	-8.6%	2.7%	18.5%	-33.5	-4.7%
O=C(N[C@@H](Cc1ccccc1)C(=O)CCl)OCc1ccccc1	-14.3%	-4.5%	-7.5%	?	-90.0*	-18.8%
N#Cc1ccc(N2C(=O)[C@@H]3C(C(=O)C(c4ccccc4)c4ccccc4)=NN[C@@H]3C2=O)cc1	?	-10.1%	-18.8%	36.2%[activator]	-1.9	12.8%[2.29 µM]
O=C(Nc1ccccc1Cl)NC1(C(=O)N2CCCC2)CCCCC1	-14.2%	-2.3%	-27.6%	20.9%	7.1	-13.7%
CCOC(=O)c1ccc(N/C(=N\S(=O)(=O)c2ccc(F)cc2F)c2ccccc2)cc1	-10.3%	0.8%	-2.8%	-24.6%	22.6	-16.1%
COc1ccc(S(=O)(=O)n2[nH]c(=O)c(CCO)c2C)cc1	0.0%	5.1%	12.4%	5.6%	60.7	-3.2%

Assay outcomes as filed in PubChem BioAssay.
